Screens deposited in PubChem BioAssay by National Center for Advancing Translational Sciences (NCATS).
APE1 inh – APE1 (human) endonuclease inhibition; P27695; recombinant APE1, TAMRA/BHQ-2 abasic DNA cleavage fluorescence; actives 0.35% (n = 350,000); Potency, µM (top dose mostly 65.8 µM), for the others: top-dose activity change, negative = inhibition, hits mostly inhibitors; AID 2517;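 also: plate controls were vehicle for no effect and reference inhibitor for full effect; nearly all actives have a fitted effect of over 55% in size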
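Measures dequenching upon AP-site incision of a 5'-TAMRA/3'-BHQ-2 THF-containing duplex, 50 nM; human APE1 0.75 nM after 15 min room-temperature exposure to compound; kinetic three-point read at one-minute spacing.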
Pol eta inh – inhibitors of human DNA polymerase eta. Q9Y253. recombinant Pol eta, fluorescent DNA replication assay. Potency, µM (highest dose often 114 µM), without a hit: at the top dose activity change, negative = inhibition, most hits filed as inhibitors. actives 1.2% (n = 390,000). AID 588591; also: % is scaled to controls: 0 for no effect and ±100 for the full control effect
Target sequence (Q9Y253 whole entry, looked up): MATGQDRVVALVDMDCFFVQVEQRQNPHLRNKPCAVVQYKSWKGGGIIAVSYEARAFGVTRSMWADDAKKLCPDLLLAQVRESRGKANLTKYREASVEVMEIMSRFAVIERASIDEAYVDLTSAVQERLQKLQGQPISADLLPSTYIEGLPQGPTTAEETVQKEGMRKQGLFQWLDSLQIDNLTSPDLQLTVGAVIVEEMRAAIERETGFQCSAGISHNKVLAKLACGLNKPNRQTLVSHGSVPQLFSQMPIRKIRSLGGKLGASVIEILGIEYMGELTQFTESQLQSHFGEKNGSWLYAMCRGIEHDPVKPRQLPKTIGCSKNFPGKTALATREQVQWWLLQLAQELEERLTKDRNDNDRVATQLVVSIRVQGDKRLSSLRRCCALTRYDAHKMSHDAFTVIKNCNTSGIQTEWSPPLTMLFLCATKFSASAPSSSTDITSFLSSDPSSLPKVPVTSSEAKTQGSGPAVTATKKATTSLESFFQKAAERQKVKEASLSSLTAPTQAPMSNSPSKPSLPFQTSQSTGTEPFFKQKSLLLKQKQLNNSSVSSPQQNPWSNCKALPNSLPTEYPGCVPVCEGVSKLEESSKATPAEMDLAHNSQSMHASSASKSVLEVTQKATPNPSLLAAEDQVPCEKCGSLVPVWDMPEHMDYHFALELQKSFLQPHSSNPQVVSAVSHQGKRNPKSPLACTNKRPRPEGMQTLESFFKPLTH
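Fluorescent replication assay: 50 nM final substrate added after a 15 min room-temperature compound preincubation with 10 nM enzyme. Signal taken at 0 min and again at 10 min.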
Pol kappa inh – blocks human DNA polymerase kappa activity; purified Pol kappa, fluorescent DNA synthesis assay, 10 min; Potency, µM (series often up to 107 µM), without a hit: at the highest dose activity, negative = inhibition, actives largely listed as inhibitors; actives 0.53% (n = 400,000); AID 588579; also: % is scaled to controls: 0 for no effect and ±100 for the full control effect
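Here, compound and 10 nM enzyme are combined for 15 min at room temperature; adding 50 nM substrate (final) starts DNA synthesis, tracked by fluorescence at 0 and 10 min against buffer-only wells.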
Pol iota inh – inhibitors of human DNA polymerase iota; Pol iota fluorescent replication assay, 10 min; Potency, µM (highest dose often 115 µM), inactives show at the top dose activity, negative = inhibition, most hits filed as inhibitors; actives 1% (n = 390,000); AID 588590
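Pol iota at 10 nM preincubated 15 min with compounds at room temperature; reaction started with fluorescent substrate, 50 nM final. Fluorescence read kinetically at 0 and 10 min; buffer-only wells as negative control.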
Pol beta inh – inhibitors of human DNA polymerase beta; Potency, µM (doses to about 114 µM), for inactives: at the highest dose activity change, negative = inhibition, actives largely listed as inhibitors; actives 1.3% (n = 340,000); P06746; AID 485314; Pol beta primer extension/strand displacement, fluorescence kinetic; also: % is scaled to controls: 0 for no effect and ±100 for the full control effect
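Homogeneous kinetic assay of primer extension and strand displacement by 10 nM Pol beta, preincubated 15 min at room temperature with compound before 50 nM substrate (final) was added. Read at 0 and 10 min; four-parameter Hill fit.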
BLM inh – Bloom syndrome helicase (human) inhibition | P54132 | recombinant BLM DNA unwinding, fluorescence dequenching | Potency, µM (doses to about 56.1 µM), without a hit: top-dose activity change, negative = inhibition, most hits filed as inhibitors | actives 0.2% (n = 350,000) | AID 2528;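 also: plate controls were vehicle for no effect and no enzyme for full effect; nearly all actives have a fitted effect of over 35% in size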
BAZ2B inh – inhibitors of human BAZ2B bromodomain | AlphaScreen BAZ2B-H3K14Ac peptide displacement | Potency, µM (highest dose often 114 µM), for inactives: top-dose activity change, negative = inhibition, usual class: inhibitors | actives 4.4% (n = 360,000) | AID 504333 | Q9UIF8; also: % is scaled to controls: 0 for no effect and ±100 for the full control effect; nearly all actives have a fitted effect of over 60% in size
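BAZ2B 50 nM plus b-H3(5-23)K14Ac 50 nM, PBS pH 7.4/0.01% Tween-20, 30 min RT; compound added (max 110 uM), 30 min RT; streptavidin donor/Ni-chelate acceptor beads 10 ug/mL final, 20 min dark; AlphaScreen read.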
JMJD2A Tudor – JMJD2A Tudor domain (human) inhibition | O75164 | AlphaScreen JMJD2A-Tudor / H3K4me3 peptide binding | Potency, µM (series often up to 114 µM), for inactives: top-dose activity change, negative = inhibition, hits mostly inhibitors | actives 4.4% (n = 390,000) | AID 504339; also: % is scaled to controls: 0 for no effect and ±100 for the full control effect; nearly all actives have a fitted effect of over 50% in size
G9a inh – inhibitors of human histone lysine methyltransferase G9a; Q96KQ7; G9a H3K9 monomethylation, AlphaScreen, 2 h; Potency, µM (series often up to 102 µM), for the others: top-dose activity, negative = inhibition, usual class: inhibitors; actives 8.8% (n = 350,000); AID 504332; also: % is scaled to controls: 0 for no effect and ±100 for the full control effect; nearly all actives have a fitted effect of over 75% in size
Target sequence (Q96KQ7 913-1193 limits assumed): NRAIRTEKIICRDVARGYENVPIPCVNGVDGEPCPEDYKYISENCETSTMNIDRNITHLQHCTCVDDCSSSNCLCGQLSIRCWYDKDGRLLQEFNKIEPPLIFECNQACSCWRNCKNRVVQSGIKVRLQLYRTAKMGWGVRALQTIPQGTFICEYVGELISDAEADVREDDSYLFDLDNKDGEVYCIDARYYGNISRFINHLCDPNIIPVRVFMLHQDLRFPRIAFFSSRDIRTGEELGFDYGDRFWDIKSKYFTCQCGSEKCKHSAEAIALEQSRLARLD
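Methyltransferase reactions run at room temperature for 2 h (20 nM enzyme, 500 nM biotin-H3K9 peptide, 20 uM SAM) after a 15 min compound preincubation; product detected by AlphaScreen beads and anti-H3K9me1 antibody.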
An asterisk follows results filed as active; ? = inconclusive; nt = not tested or not shown; & = joins results of further samples; [ ] = remark or other dose. Calls follow the shape of the dose curve; as a rule, active = well fitted curve in the direction sought with a large enough effect; inconclusive = small, poorly fitted or top-dose-only effect, or another doubt; inactive = no such curve, though single readings can be large; an effect the other way counts as inactive or inconclusive. Potency is read from the fitted curve at half-maximal effect.

APE1 inh | Pol eta inh | Pol kappa inh | Pol iota inh | Pol beta inh | BLM inh | BAZ2B inh | JMJD2A Tudor | G9a inh | SMILES
-3% | -25% | 0% | 13% | -2% | 7% | ? | ? | 3.2µM* | C/C(CC1CC(C)(C)OC1=O)=N/Nc1nc(-c2ccccc2)cs1 (stereo not given)
nt | -6% | ? | ? | -1% | -6% | ? | -15% | -6%[59 µM] | O=C(c1cnc2cc(-c3ccccc3)nn2c1)c1cc([N+](=O)[O-])ccc1O
19% | -14% | -17% | 91%[activator] | nt | nt | nt | -18% | nt | COC(=O)Nc1ccc(S(=O)(=O)N2CCC(C(=O)NCc3ccc4c(c3)OCO4)CC2)cc1
3% | 0% | -12% | 9% | 0% | 5% | 30% | 79µM* | 11µM* | CS(=O)(=O)N1CCCC(C(=O)NCCCN2CCc3ccccc3C2)C1 (stereo not given)
27% | -6% | -12% | 3% | 28% | -3% | 3% | 3% | 25µM* | Cc1nc2oc(C(=O)c3ccc(Br)cc3)c(N)c2c2c1COC(C)(C)C2
4% | 38%[activator] | -1% | -1% | -6% | -2% | 0% | 7%[11.4 µM] | 20% | CCCCC(CCC(=O)Nc1ccn(-c2ccccc2)n1)C(=O)O (stereo not given)
-14% | -6% | -9% | 14% | nt | nt | 2% | -19% | ? | CN(C)CCNC(=O)C(=O)Nc1ccc2c(c1)N(S(=O)(=O)c1cccs1)CCC2
2% | -10% | -1% | 5% | 23% | 2% | 0% | -7% | -42% | O=C(O)C(c1ccccc1)C1(O)CCCC1 (stereo not given)
3% | -16% | -4% | 40%[activator] | -1% | -9% | -32% | -30% | -36%[59 µM] | COc1ccccc1C1CC(=O)Nc2cc3c(cc21)OCCO3 (stereo not given)
-2% | 0% | -2% | -11% | 6% | 8% | -21% | -8% | 28µM* | Cc1c(C(=O)OCC[N+]2(C)CCCCC2)oc2ccccc12
5% | -17% | -3% | -2% | -11% | 0% | -12% | -2% | ? | Cc1nn(C)cc1S(=O)(=O)Nc1ccccc1Br
nt | -9% | 1%[60.1 µM] | 9% | 6% | -1% | 4% | -28% | ? | CC1=C(C(=O)Nc2ccc(C)cc2C)C(c2ccccc2)n2nc(SCC(=O)c3ccc(C)cc3)nc2N1 (stereo not given)
3% | nt | nt | nt | 15% | 2% | -33% | nt | ? | Cc1ccc(Nc2nc(N3CCN(C)CC3)nc(N)c2[N+](=O)[O-])cc1C
-3% | 4% | -9% | 41%[activator] | -9% | 1% | -1% | -3% | ? | Cc1nn(CC(=O)NCCc2ccc(Cl)cc2Cl)c(C)c1[N+](=O)[O-]
16% | -17% | 4% | 174%[activator] | 10% | -5% | 27% | 30% | 77%[activator] | Cc1cc(N2CCOCC2)n2ncc(-c3ccccc3Cl)c2n1
-8% | -7% | -18% | 4% | 2% | -1% | -24% | -17% | -28% | O=C(Cn1cnc2ccccc2c1=O)Nc1ccc(N2CCOCC2)cc1
1% | 4% | -10% | 78%[activator] | -2% | 0% | -6% | 2% | 25%[12.7 µM] | Cc1ccc(S(=O)(=O)NC(C)(C)CSc2ncccn2)cc1
13% | -14% | -5% | 6% | 7% | 2% | -8% | -5% | 45µM* | CN(Cc1cccc2ncccc12)C(=O)CC1C(=O)NCCN1Cc1ccc(F)cc1 (stereo not given)
0% | -7% | 4% | 13% | 5% | -4% | -3% | -2% | 5% | COCCCNc1nc(N)c([N+](=O)[O-])c(NCC2CCCO2)n1 (stereo not given)
6% | -7% | -13% | -2% | nt | nt | 10% | -20% | 7%[12.7 µM] | O=C(c1ccc(F)cc1)N1CCCC(c2nc(-c3ccncc3)no2)C1 (stereo not given)
21% | 1% | -26% | 17% | 40% | 5% | -11% | -24% | 1%[59 µM] | COc1ccc(CCn2c(-c3cc([N+](=O)[O-])cc([N+](=O)[O-])c3)nc3nc4ccccc4nc32)cc1
-1% | -14% | -16% | ? | 21% | -1% | ? | -7%[11.4 µM] | 18µM* | COCCNC(=S)NNc1ccc(Cl)c(C(=O)O)c1
10%&1% | -14% | -1% | -21% | nt | nt | nt | -24% | nt | COc1ccc(OC)c(-c2nnc3n2N=C(c2ccc(OC)c(OC4CCOC4)c2)CS3)c1 (stereo not given)
3% | -21% | -10% | 13% | 35% | -6% | -8% | -17%[57.1 µM] | ? | O=C1c2ccccc2NC(c2cn[nH]c2-c2ccccc2)N1O (stereo not given)
-2% | -17% | -9% | 7% | -5% | 7% | 22% | 1% | -55%[2.33 µM] | CCOC(=O)c1c(NCC2CCCO2)c2ccccc2[nH]c1=O (stereo not given)
-3% | -20% | -10% | 5% | -24% | -11% | 10% | 14% | 57%[activator][59 µM] | C/C=C/c1ccc(OCCOc2ccc(C=O)cc2)c(OC)c1
0% | -6% | 6% | 7% | -13% | -1% | -26% | -25% | ? | CCOCc1nnc(NC(=O)c2c(OC)cccc2OC)s1
nt | 0% | 3%[60.1 µM] | 4% | 6% | -3% | 0% | -29% | 10%[59 µM] | CCCNC(=O)C(=O)NCC(c1ccc2c(c1)OCO2)N1CCOCC1 (stereo not given)
nt | -22% | -13% | 2% | nt | nt | nt | -10% | nt | O=S(=O)(NCc1ccc2c(c1)OCO2)c1ccc2oc3ccccc3c2c1
-1% | 1% | -7% | 5% | -1% | -2% | 12% | -5% | 6%[12.7 µM] | Cn1c(SCC(N)=O)nnc1C1CCN(C(=O)NCc2ccccc2)CC1

Entries listed so far printed as active in JMJD2A Tudor:
APE1 inh | Pol eta inh | Pol kappa inh | Pol iota inh | Pol beta inh | BLM inh | BAZ2B inh | JMJD2A Tudor | G9a inh | SMILES
3% | 0% | -12% | 9% | 0% | 5% | 30% | 79µM* | 11µM* | CS(=O)(=O)N1CCCC(C(=O)NCCCN2CCc3ccccc3C2)C1 (stereo not given)

Returning to the listing; the two compounds before the break are reprinted first.
APE1 inh | Pol eta inh | Pol kappa inh | Pol iota inh | Pol beta inh | BLM inh | BAZ2B inh | JMJD2A Tudor | G9a inh | SMILES
nt | -22% | -13% | 2% | nt | nt | nt | -10% | nt | O=S(=O)(NCc1ccc2c(c1)OCO2)c1ccc2oc3ccccc3c2c1
-1% | 1% | -7% | 5% | -1% | -2% | 12% | -5% | 6%[12.7 µM] | Cn1c(SCC(N)=O)nnc1C1CCN(C(=O)NCc2ccccc2)CC1
-1% | -5% | 1% | 10% | -18% | -2% | -32% | -25% | 50µM* | Cc1cc(C)nc(N/N=C/C=C/c2ccccc2)n1
16%&37% | 5%&-7% | 2%&9% | -19%&-13% | -6%&-20% | -4%&1% | -36%&-29% | -17%&-13% | 2% | CC(Oc1ccc2c(-c3ccccc3)cc(=O)oc2c1)C(=O)NCC1CCC(C(=O)O)CC1 (stereo not given)
-2% | -4% | -27% | 12% | nt | nt | -33% | -29% | -46% | CC1C(=O)N2CCCc3cc(S(=O)(=O)N4CCN(c5cccc(Cl)c5)CC4)cc1c32 (stereo not given)
nt | -8% | -2%[60.1 µM] | 9% | 10% | -1% | 17% | -1% | 33%[59 µM] | Cc1ccc(F)cc1NC(=O)Cn1c(C)cc(C)c(C#N)c1=O
-3% | -9% | -19% | 4% | -25% | -2% | -15% | -14% | nt | COc1ccccc1NS(=O)(=O)c1cc(NC(=O)c2cnccn2)ccc1N1CCOCC1
-2% | -6% | -6% | 7% | 1% | -1% | -1% | 4% | -16% | Cn1c(=O)c2c(ncn2CCCc2ccccc2)n(C)c1=O
-3% | ? | 0% | -5% | ? | -24% | 56µM* | -33% | 40µM* | O=C(Nc1ccc(C(=O)O)cc1)/C(=C\C=C\c1ccccc1)NC(=O)c1cccc(Br)c1
0% | -9% | 2% | 22% | 2% | 2% | -5% | -5% | 32µM* | CN(C)S(=O)(=O)c1ccc(S(=O)(=O)N(CC(=O)Nc2ccccc2)CC2CCCO2)cc1 (stereo not given)

Single records (already shown). Values in the order: APE1 inh, Pol eta inh, Pol kappa inh, Pol iota inh, Pol beta inh, BLM inh, BAZ2B inh, JMJD2A Tudor, G9a inh
Cc1ccc(F)cc1NC(=O)Cn1c(C)cc(C)c(C#N)c1=O is entered as nt, -8%, -2%[60.1 µM], 9%, 10%, -1%, 17%, -1%, 33%[59 µM]
CC1C(=O)N2CCCc3cc(S(=O)(=O)N4CCN(c5cccc(Cl)c5)CC4)cc1c32 (stereo not given) is entered as -2%, -4%, -27%, 12%, nt, nt, -33%, -29%, -46%
Cn1c(=O)c2c(ncn2CCCc2ccccc2)n(C)c1=O is entered as -2%, -6%, -6%, 7%, 1%, -1%, -1%, 4%, -16%
COc1ccccc1NS(=O)(=O)c1cc(NC(=O)c2cnccn2)ccc1N1CCOCC1 is entered as -3%, -9%, -19%, 4%, -25%, -2%, -15%, -14%, nt
CC(Oc1ccc2c(-c3ccccc3)cc(=O)oc2c1)C(=O)NCC1CCC(C(=O)O)CC1 (stereo not given) is entered as 16%&37%, 5%&-7%, 2%&9%, -19%&-13%, -6%&-20%, -4%&1%, -36%&-29%, -17%&-13%, 2%

A portion of the library; rates above refer to the full screens.
